High-throughput results (PubChem BioAssay)
GAA glycogen – inhibitors or activators of human alpha-glucosidase glycogen cleavage; P10253; recombinant GAA, glycogen substrate, Amplex Red glucose oxidase fluorescence; Potency, µM (titrated, usually from 76.4 µM), for the others: at the top dose activity change, negative = inhibition, usual class: inhibitors; 300,000 tested, 0.38% active; AID 2100; active = well fitted inhibition curve with a large enough effect; inconclusive = small, poorly fitted or top-dose-only effect, or another doubt; inactive = no such curve, though single readings can be large or run the other way;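 also: 0% = full enzyme reaction and -100% = no-enzyme basal signal; the screen sought inhibitors and activators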
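Recombinant human enzyme (4 nM); glycogen substrate; 37 C, 40 min, pH 5.0. Readout: coupled glucose oxidase/Amplex Red fluorescence.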
* hit, by the source's call; [ ] = remark or other dose. Potency is read from the fitted curve at half-maximal effect. This is a subset, so the mix of outcomes need not match the whole.

How did CCC(C)Sc1nnc(NC(=O)C2CCN(C(=O)c3ccco3)CC2)s1 (configuration not stated) do in these assays?
GAA glycogen: -10%

How did C=CCOc1ccc(/C=N/NC(=O)CC(=O)NC2CCCCC2)cc1 do in these assays?
GAA glycogen: 1%

How did Cc1cccc(C)c1OCC(=O)Nc1ccccc1N1CCCCC1 do in these assays?
GAA glycogen: -1%[76.3 µM]

What do the screens show for `Cc1ccc2[nH]c3c(=O)n(CC(=O)NCCCN4CCN(c5ccc(F)cc5)CC4)ncc3c2c1`?
GAA glycogen: -4%[76.3 µM]

How did CCc1ccc(CN2CCCC(CNC(=O)c3cc(OC)cc(OC)c3)C2)cc1 (configuration not stated) do in these assays?
GAA glycogen: 2%[76.3 µM]

What do the screens show for `COC(=O)c1ccc(NC(=O)C[n+]2ccccc2)cc1`?
GAA glycogen: -5%[76.3 µM]

How did CCCn1c(O)c(N=NC(=O)CNC(=O)c2ccncc2)c2ccccc21 do in these assays?
GAA glycogen: -18%[76.3 µM]

What do the screens show for `O=C(Cc1ccc(N2CCNC2=O)cc1)N1CCCC(Nc2ccc(F)c(F)c2)C1` (configuration not stated)?
GAA glycogen: 1%[76.3 µM]

Results for COc1cccc(NC(=O)CCS(=O)(=O)c2ccc3c(c2)oc(=O)n3C)c1 ?
GAA glycogen: -12%[76.3 µM]

How did COc1ccc(OC(C)C(=O)N(C)Cc2nc(-c3ccc(OC)cc3)no2)cc1 (configuration not stated) do in these assays?
GAA glycogen: -1%[76.3 µM]

How did CC(=O)Nc1ccc(-n2c(C)ccc2-c2ccccc2)cc1 do in these assays?
GAA glycogen: 3%

What do the screens show for `CCc1ccc(OC)c(S(=O)(=O)Nc2ccc(Cc3ccncc3)cc2)c1`?
GAA glycogen: -1%[76.3 µM]

Results for CN(C)CC(C)(C)CNC(=O)C1CCN(CCCc2ccccc2)CC1 ?
GAA glycogen: -2%[76.3 µM]

How did COc1ccc(CCC(=O)Nc2cnc3ccccc3c2)cc1 do in these assays?
GAA glycogen: -12%[76.3 µM]

How did CCc1ccccc1NC(=O)CSc1nnc(-c2cc(OC)c(OC)c(OC)c2)o1 do in these assays?
GAA glycogen: -9%[76.3 µM]

What do the screens show for `CCc1cc(=O)oc2cc(C)cc(OC(C)C(=O)NCCN3CCOCC3)c12` (configuration not stated)?
GAA glycogen: -9%[76.3 µM]

How did Cc1cccc(NS(=O)(=O)c2nnc(NC(=O)c3ccc(Cl)cc3)s2)c1 do in these assays?
GAA glycogen: 3%[76.3 µM]

How did O=c1[nH]c(=S)[nH]nc1Cc1ccc(Cl)c(Cl)c1 do in these assays?
GAA glycogen: -13%

What do the screens show for `COc1ccc(-c2nnc(NC(=O)c3ccco3)s2)cc1`?
GAA glycogen: -5%[76.3 µM]

What do the screens show for `Cc1cc(NC(=O)CCC(=O)N(Cc2ccco2)C2(C(=O)NC3CCCCC3)CCCCC2)no1`?
GAA glycogen: -1%

What do the screens show for `N#C/C(=C/c1ccc(OCc2ccc(C(=O)O)cc2)cc1)C(=O)Nc1ccccc1`?
GAA glycogen: -6%

What do the screens show for `COC(=O)c1sc(NC(=S)NC(=O)c2cccc(Br)c2)nc1C`?
GAA glycogen: -9%[76.3 µM]

Results for CC(C)(C)c1ccc(C(=O)N2CCN(CCNC(=O)C(=O)NCc3ccc(Cl)cc3)CC2)cc1 ?
GAA glycogen: 4%[76.3 µM]

Results for CC1CCCN(CCCNC(=O)c2nn(C)c3c2CS(=O)(=O)c2ccccc2-3)C1 (configuration not stated) ?
GAA glycogen: 1%[76.3 µM]

Results for COc1ccc(-c2csc3ncnc(N4CCN(c5cccc(C)c5C)CC4)c23)cc1 ?
GAA glycogen: -7%[76.3 µM]

Results for Cc1cc(F)ccc1S(=O)(=O)N1CCCOC1CNC(=O)C(=O)NCc1ccncc1 (configuration not stated) ?
GAA glycogen: -1%[76.3 µM]

How did CC(C)CC(=O)Nc1ccc(Cl)c(-c2nc3ccccc3[nH]2)c1 do in these assays?
GAA glycogen: 11%[76.3 µM]

What do the screens show for `COc1ccc(NC(=O)CNC(c2ccccc2)c2ccccc2)cc1`?
GAA glycogen: -1%[76.3 µM]

What do the screens show for `Oc1ccccc1CNCC12CC3CC(CC(C3)C1)C2`?
GAA glycogen: -2%

How did COC(=O)c1ccc(N2CCOCC2)c(NC(=O)c2ccco2)c1 do in these assays?
GAA glycogen: 1%[76.3 µM]

How did CCCCN(CC)CCCNC(=O)c1nn(C)c2c1CS(=O)(=O)c1ccccc1-2 do in these assays?
GAA glycogen: -3%[76.3 µM]

What do the screens show for `O=C(O)CCN1C(=O)C2C3C=CC(C2C1=O)C1C(=O)N(CCC(=O)O)C(=O)C31` (configuration not stated)?
GAA glycogen: 1%

Results for O=S(=O)(Nc1nc2n(n1)C(c1ccc(F)cc1)C=C(c1ccccc1)N2)c1ccccc1 (configuration not stated) ?
GAA glycogen: -11%[76.3 µM]

How did Nc1ncc(Br)cc1S(=O)(=O)Nc1ccccc1F do in these assays?
GAA glycogen: -2%[76.3 µM]

Results for NC(N)=NS(=O)(=O)c1ccc(N/C=C/C(=O)c2ccc(Cl)c(Cl)c2)cc1 ?
GAA glycogen: 0%

How did Cc1nc(CNS(=O)(=O)c2ccc(F)cc2)cs1 do in these assays?
GAA glycogen: 1%

How did C=CCN(Cc1nc(-c2ccccc2)no1)C(=O)c1ccco1 do in these assays?
GAA glycogen: 8%

Results for CCC1CCCCN1Cc1ccc(CNC(=O)CCc2nnc3ccc(N4CCCCC4)nn23)o1 (configuration not stated) ?
GAA glycogen: 5%[76.3 µM]

How did CCn1c(C)nnc1SCC(=O)Nc1ccccc1OC do in these assays?
GAA glycogen: -7%[76.3 µM]

What do the screens show for `Cc1ccc(CS(=O)(=O)CCC(=O)NCCc2ccccc2)cc1`?
GAA glycogen: 1%

The last 2 records of the section above are carried over, then new ones follow:
How did CCn1c(C)nnc1SCC(=O)Nc1ccccc1OC do in these assays?
GAA glycogen: -7%[76.3 µM]

What do the screens show for `Cc1ccc(CS(=O)(=O)CCC(=O)NCCc2ccccc2)cc1`?
GAA glycogen: 1%

Results for COc1ccccc1N1CCN(C(CNC(=O)C(=O)NCc2ccc(F)cc2)c2cccnc2)CC1 (configuration not stated) ?
GAA glycogen: -8%[76.3 µM]

What do the screens show for `COc1ccc(N2C(=NC(=O)c3ccccc3)SC3CS(=O)(=O)CC32)cc1` (configuration not stated)?
GAA glycogen: -3%

What do the screens show for `CCOc1ccc(-c2c(C(=O)N/N=C/c3ccsc3)nnn2-c2nonc2N)cc1`?
GAA glycogen: -3%[76.3 µM]

Results for COc1ccccc1N1CCN(S(=O)(=O)c2ccc3c(c2)NC(=O)C(C)C(=O)N3)CC1 (configuration not stated) ?
GAA glycogen: -21%[76.3 µM]

Results for C=CCC1(CC=C)CCCN1C(=O)c1cc(COc2cncc(Cl)c2)on1 ?
GAA glycogen: -16%[76.3 µM]

What do the screens show for `CCN1CCN(c2cc(C)c3cc(NC(=O)c4ccc(C)c(C)c4)ccc3n2)CC1`?
GAA glycogen: 4%

What do the screens show for `CCCN1CCN(CCCNC(=O)c2cc3c(=O)oc4ccc(C)cc4c3s2)CC1`?
GAA glycogen: -5%[76.3 µM]

Results for CC1CCCC(NC(=O)c2ccncc2)C1C (configuration not stated) ?
GAA glycogen: 13%[76.3 µM]

How did COc1cccc(CN2CC(C(=O)N3CCOCC3)CCC2=O)c1 (configuration not stated) do in these assays?
GAA glycogen: -7%[76.3 µM]

How did CC1(C)NC(=O)N(CC(O)CN(c2ccccc2)S(=O)(=O)c2ccccc2[N+](=O)[O-])C1=O (configuration not stated) do in these assays?
GAA glycogen: 1%

How did Cc1cc(C)n(C(=O)CNC(=O)c2cccc(F)c2)n1 do in these assays?
GAA glycogen: 12%[76.3 µM]

What do the screens show for `CC(C)C[C@H]1CN=C(Nc2ccccc2)N1CC1CCCC1`?
GAA glycogen: 8%[76.3 µM]

What do the screens show for `O=C(NC1CCCCCCC1)c1cccs1`?
GAA glycogen: 1%

Results for Cc1noc(C)c1C(=O)N1CCCC(N2CCN(c3cccc(C(F)(F)F)c3)CC2)C1 (configuration not stated) ?
GAA glycogen: -1%[76.3 µM]

What do the screens show for `CC1CC(C)(C)N(C(=O)CN2C(=O)CCC2=O)c2ccccc21` (configuration not stated)?
GAA glycogen: -12%[76.3 µM]

How did Cc1cccc(CN2C(=O)CC(c3ccc(Cl)cc3)c3c(C)nn(-c4nc(C)cc(C)n4)c32)c1 (configuration not stated) do in these assays?
GAA glycogen: -13%[76.3 µM]

Results for CC(C)NC(=O)c1ccc2c(c1)N(CC(=O)NC1CCCCC1)C(=O)C(C)(C)O2 ?
GAA glycogen: -5%[76.3 µM]

What do the screens show for `CCOc1ccccc1N1CC(C(=O)Nc2ccccc2CC)CC1=O` (configuration not stated)?
GAA glycogen: 0%

Results for Nc1nc(SCC(=O)Nc2ccc([N+](=O)[O-])cc2)[nH]c(=O)c1NC(=O)c1ccc(Br)cc1 ?
GAA glycogen: inconclusive

Results for O=C(NCC1CCCO1)c1ccc2c(c1)N(Cc1ccccc1)C(=O)CS2 (configuration not stated) ?
GAA glycogen: -4%[76.3 µM]

What do the screens show for `COc1cc(C(=O)Nc2c(C(=O)O)[nH]c3ccccc23)cc(OC)c1OC`?
GAA glycogen: -1%

What do the screens show for `Cc1ccc(S(=O)(=O)Nc2ncccn2)cc1`?
GAA glycogen: 15%[76.3 µM]

Results for Cc1ccc(-n2ncc3c2CC(C)(C)CC3NC(=O)Cc2c(C)noc2C)cc1 (configuration not stated) ?
GAA glycogen: 1%[76.3 µM]

Results for Cn1cc(C=O)c(-c2ccc3c(c2)OCCCO3)n1 ?
GAA glycogen: -7%

How did CC(NC(=O)c1ccc(S(=O)(=O)N(C)C)cc1)c1ccc(-n2ccnc2)cc1 (configuration not stated) do in these assays?
GAA glycogen: -6%[76.3 µM]

What do the screens show for `O=C(N/N=C\c1ccc([N+](=O)[O-])s1)C1COc2ccccc2O1` (configuration not stated)?
GAA glycogen: 4%[76.3 µM]

Results for O=[N+]([O-])c1cnc(Nc2ccccc2)nc1Nc1ccccc1 ?
GAA glycogen: 5%

How did COc1cc(NC(=S)NCCCN2CCOCC2)c(OC)cc1NC(=O)c1ccco1 do in these assays?
GAA glycogen: 0%

Results for COc1ccc(CCNC(=O)CC(Cc2ccccc2)C(=O)O)cc1OC (configuration not stated) ?
GAA glycogen: -3%

What do the screens show for `CCN(CC)S(=O)(=O)c1ccc(-n2cnc3cc(C)c(C)cc32)nc1`?
GAA glycogen: 1%

How did CC(C)(C)n1nc2c(c1NC(=O)C1CC(=O)N(c3ccc(Cl)cc3)C1)CS(=O)(=O)C2 (configuration not stated) do in these assays?
GAA glycogen: -13%[76.3 µM]

How did CCCN[C@@H]1C(=O)N2C(C(=O)OCCC)=C(C)CS[C@H]12 do in these assays?
GAA glycogen: 7%[76.3 µM]

How did O=C(CNC(=O)c1[nH]cnc1C(=O)N[C@@H](Cc1ccccc1)C(=O)OCc1ccccc1)OCc1ccccc1 do in these assays?
GAA glycogen: 5%[76.3 µM]

How did O=C(Nc1c[nH]c2c(Cl)cccc2c1=O)N1CCN(c2ccccn2)CC1 do in these assays?
GAA glycogen: 2%[76.3 µM]

Results for COc1cc(CN2CCCC(CO)(Cc3cccc(Cl)c3)C2)cc(OC)c1O (configuration not stated) ?
GAA glycogen: inconclusive

Results for O=C(OCC(=O)N1CCc2ccccc21)c1ccccc1F ?
GAA glycogen: -6%[76.3 µM]

How did O=C1C(=O)N(CCCO)C(c2ccccc2)/C1=C(\O)c1ccc(Br)cc1 (configuration not stated) do in these assays?
GAA glycogen: 9%[76.3 µM]

What do the screens show for `C(=N\NC1=NCCN1)/c1ccncc1`?
GAA glycogen: 9%[76.3 µM]

What do the screens show for `Cc1ccc(S(=O)(=O)NCC(c2cccnc2)N2CCc3ccccc32)cc1` (configuration not stated)?
GAA glycogen: inconclusive

Results for O=C(COc1ccccc1[N+](=O)[O-])Nc1ccc(-c2nc3ccccc3s2)cc1 ?
GAA glycogen: 15%[76.3 µM]

In the list so far, these contain fluorine:
What do the screens show for `Cc1ccc2[nH]c3c(=O)n(CC(=O)NCCCN4CCN(c5ccc(F)cc5)CC4)ncc3c2c1`?
GAA glycogen: -4%[76.3 µM]

What do the screens show for `O=C(Cc1ccc(N2CCNC2=O)cc1)N1CCCC(Nc2ccc(F)c(F)c2)C1` (configuration not stated)?
GAA glycogen: 1%[76.3 µM]

Results for Cc1cc(F)ccc1S(=O)(=O)N1CCCOC1CNC(=O)C(=O)NCc1ccncc1 (configuration not stated) ?
GAA glycogen: -1%[76.3 µM]

Results for O=S(=O)(Nc1nc2n(n1)C(c1ccc(F)cc1)C=C(c1ccccc1)N2)c1ccccc1 (configuration not stated) ?
GAA glycogen: -11%[76.3 µM]

How did Nc1ncc(Br)cc1S(=O)(=O)Nc1ccccc1F do in these assays?
GAA glycogen: -2%[76.3 µM]

How did Cc1nc(CNS(=O)(=O)c2ccc(F)cc2)cs1 do in these assays?
GAA glycogen: 1%

Results for COc1ccccc1N1CCN(C(CNC(=O)C(=O)NCc2ccc(F)cc2)c2cccnc2)CC1 (configuration not stated) ?
GAA glycogen: -8%[76.3 µM]

How did Cc1cc(C)n(C(=O)CNC(=O)c2cccc(F)c2)n1 do in these assays?
GAA glycogen: 12%[76.3 µM]

Results for Cc1noc(C)c1C(=O)N1CCCC(N2CCN(c3cccc(C(F)(F)F)c3)CC2)C1 (configuration not stated) ?
GAA glycogen: -1%[76.3 µM]

Results for O=C(OCC(=O)N1CCc2ccccc21)c1ccccc1F ?
GAA glycogen: -6%[76.3 µM]
